Lipid storage S3: qHTS Assay for Lipid Storage Modulators in Drosophila S3 Cells; Drosophila S3 cells, BODIPY lipid droplet fluorescence, 18-24 h; cells fed with added oleic acid; Potency in µM for hits, for the others lipid storage change, negative = inhibition, % at the top dose, mostly 46.1 µM; 0.64% of 320,000 active; active = well fitted inhibition curve with a large enough effect in the signal ratio, with a control signal flat, not every such curve was filed as active; inconclusive = small, poorly fitted or top-dose-only effect, or effect the other way, or a change in a side signal; the % refers to the signal ratio
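Drosophila S3 cells loaded with oleic acid (400 uM, as added) and compounds at several concentrations; lipid droplets imaged by 488-nm laser-scanning cytometry, 500–530 nm intensity and object ratio to cell channel. Percent activity normalized to 20 uM Triacsin C.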
Lipid storage S3 cell count max: recorded beside Lipid storage S3, whose call it bears; cell number change, %; measured here: cell count max response;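 cells counted by Cell Tracker Red CMTPX staining in the red channel; peak over a dose series mostly up to 46.1 µM; percent activity relative to internal control wells on each plate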
The depositor's hits bear a star; i = inactive; ? = inconclusive; . = not tested or not shown. % is scaled to controls: 0 for no effect and ±100 for the full control effect; potency is read from the fitted curve at half-maximal effect. Some of the compounds tested; the hit share may differ from the screen's.

Start of the data: the first 3 records, ahead of the listing:
mol | Lipid storage S3 | Lipid storage S3 cell count max
Cc1ccc2c(c1)c1ncnc(N3CCC4(CC3)OCCO4)c1n2C | ? | .
Nc1c2c(nc3c1CCC3)CCCC2 | -3% | -3
CC(C)(C)c1ccc(CS(=O)(=O)CC(O)CN2CCCC2=O)cc1 (configuration not stated) | -2% | 16

The whole of this part, repeating the preview:
mol | Lipid storage S3 | Lipid storage S3 cell count max
Cc1ccc2c(c1)c1ncnc(N3CCC4(CC3)OCCO4)c1n2C | ? | .
Nc1c2c(nc3c1CCC3)CCCC2 | -3% | -3
CC(C)(C)c1ccc(CS(=O)(=O)CC(O)CN2CCCC2=O)cc1 (configuration not stated) | -2% | 16
Brc1cccc(CN2CCN(c3ncccn3)CC2)c1 | ? | .
CSc1ccc(/C=N/S(=O)(=O)c2ccccc2)cc1 | ? | .
O=C(CCn1nnc2ccccc2c1=O)N[C@H](C(=O)O)c1ccccc1 | ? | .
N#Cc1nc(COc2ccccc2Cl)oc1NCc1ccc(F)cc1 | ? | .
Cc1ccc(/C=N/N2CCN(c3ccccc3)CC2)cc1 | ? | .
Cc1ccc(S(=O)(=O)CCSc2n[nH]c(=O)n2-c2ccc3c(c2)OCCO3)cc1 | ? | .
CCc1ccc2c(Cl)c(C(=O)N/N=C/c3c[nH]c4ccccc34)sc2c1 | 0% | 16
O=c1sc2ccccc2c(N2CCCC2)c1[N+](=O)[O-] | ? | .
O=C(CNC(=S)N(CCCN1CCOCC1)Cc1cccs1)N1CCCC1 | ? | .
CCc1ccc(CC2S/C(=C(\C#N)C(C)=O)NC2=O)cc1 (configuration not stated) | ? | .
Cc1ccc(Nc2nc(-c3cccs3)cs2)nc1 | 13% | 10
COc1cc(C(=S)N2CCOCC2)ccc1OC(=O)c1cc([N+](=O)[O-])cc([N+](=O)[O-])c1 | -28% | .
O=S(=O)(NC1CCCCC1Sc1ncccn1)c1ccccc1 (configuration not stated) | -23% | -2
CCOCCCN(CCC#N)C(=O)C1CCN(S(=O)(=O)c2ccc(-n3cnnn3)cc2)CC1 | ? | .
COc1ccccc1-n1c(SCC(=O)N2CCCCC2)nc(O)c(Cc2ccccc2)c1=O | i | -5
COc1ccc(CCNC(=O)c2cc(-c3ccco3)on2)cc1OC | 0% | 3
Cc1ccc(C(=O)NNC(=O)C(NC(=O)c2cccc(C)c2)C(C)C)cc1 (configuration not stated) | ? | .
CCOC(=O)N1CCC(N2CCCC(CO)(Cc3cccc(OC)c3)C2)CC1 (configuration not stated) | 0% | -9
COc1ccc(CCN(C)CCC(=O)Nc2c(C)cc(C)cc2C)cc1OC | -9% | .
COc1cc(-c2cc(-c3ccc(F)cc3)nc(N)c2C#N)ccc1O | 20% | 7
COc1cc(C(=O)Nc2ccc3ccccc3c2)cc(OC)c1OC | ? | .
COC(=O)c1ccc(C2/C(=C(\O)c3ccc4c(c3)OCCO4)C(=O)C(=O)N2CCCN2CCOCC2)cc1 (configuration not stated) | ? | .
COc1cc(/C=C/C(=O)OCC(=O)Nc2ccc3c(c2)OCCO3)ccc1OCC#N | ? | .
Cc1ccc(C2/C(=C(\O)c3cnn(-c4ccccc4)c3C)C(=O)C(=O)N2CCN(C)C)o1 (configuration not stated) | ? | .
CN(CC1CCOCC1)C(=O)c1ccc2nc(Cc3cccc(Cl)c3)oc2c1 | ? | .
Cc1ccnn1CCSCC(=O)O | ? | .
O=C(Nc1cccc([N+](=O)[O-])c1)C1CC(=O)N(Cc2ccccc2)C1 (configuration not stated) | 1% | 8
CCN(CC)CCCN(Cc1cc2cc3c(cc2[nH]c1=O)OCO3)C(=S)NCCCOC | ? | .
Cc1cc(C(C#N)c2ccccc2F)n2ncnc2n1 (configuration not stated) | -19% | -19
Cc1cccc(N=C2NC(=O)c3cc([N+](=O)[O-])ccc32)c1 | 6% | 8
O=C(Nc1ccccc1)c1cccc(N2C(=O)C3C4C=CC(C4)C3C2=O)c1 (configuration not stated) | ? | .
CCOC(=O)C1CCN(C(=O)COC(=O)c2ccc(Br)o2)CC1 | ? | .
Cn1c(SCC(=O)NC2CC2)nnc1-c1ccc(Cl)cc1 | -1% | 3
CN(CC(=O)N1CCCCCC1)S(=O)(=O)c1ccc(F)cc1 | -3% | 3
CCCCCCN(C(=O)CCCCCN1C(=O)NC(c2ccc(-c3ccccc3)cc2)C(C(=O)OCc2ccccc2)=C1C)C(C(=O)NCCCC)c1ccccc1 (configuration not stated) | ? | .
CCOC(=O)c1c(C)noc1CP(=O)(c1ccccc1)c1ccccc1 | -1% | -1
COc1cc(/C=C/C(=O)OCC(=O)NC(=O)NC2CCCC2)ccc1OCC#N | ? | .
O=C(NCCCN1CCOCC1)c1ccc2nc(Cc3cccc(Cl)c3)oc2c1 | i | -6
Cc1nc2sc(C(c3cccc(F)c3)N3CCCC(C)C3)c(O)n2n1 (configuration not stated) | -2% | -2
Nc1ncc(Br)cc1S(=O)(=O)NCCC(=O)N1CCN(c2ccccn2)CC1 | -1% | -17
Cn1nc(OC(=O)Nc2ccccc2)cc1C(F)(F)F | -16% | -14
COc1ccc(Nc2nc(N)nc(CSc3nnc(N)s3)n2)cc1 | ? | .
O=C(Nc1cccc(Cl)c1)c1cccc(N2C(=O)C3CC=CCC3C2=O)c1 (configuration not stated) | ? | .
CCS(=O)(=O)N1CCC(C(=O)NCc2cccc(OC)c2)CC1 | 10% | 9
O=C(CC(O)(c1ccccc1)C(F)(F)C(F)F)c1cccs1 (configuration not stated) | 7% | -10
Cc1ccc(C(=O)NC(C(=O)Nc2ccccc2)c2ccccc2)cc1 (configuration not stated) | ? | .
COc1ccc(/C(O)=C2\C(=O)C(=O)N(CCN(C)C)C2c2cccc(OC)c2OC)cc1 (configuration not stated) | ? | .
CCn1cc(/C=C(\NC(=O)c2ccc(C)cc2)C(=O)NCCN2CCOCC2)c2ccccc21 | ? | .
Cc1ccc(SCC(=O)Nc2ccc(N3CCOCC3)cc2)c(C)c1 | 1% | -7
O=C(O)COc1ccc(/C=C/c2ccc3cccc([N+](=O)[O-])c3n2)cc1 | ? | .
NS(=O)(=O)c1ccc(-c2ccc(/C=C3\SC(=O)NC3=O)o2)cc1 | ? | .
CCNC(=O)C(C)Oc1ccc(Cl)cc1Cl (configuration not stated) | 9% | -20
COc1cccc(-n2c(COc3ccccc3C)nnc2SCC(=O)O)c1 | ? | .
CC(C)NC(=S)N/N=C/c1cc(Br)ccc1O | ? | .
CCn1c(N2CCC(C)CC2)nc2c1c(=O)n(C)c(=O)n2C | ? | .
Cc1ccc(C(=O)N2CCC(n3nccc3NC(=O)c3ccccc3C)CC2)cn1 | -1% | .
C=CCN(c1ccccc1C(=O)NCC(=O)OCC)S(=O)(=O)c1ccc(C)cc1 | -4% | 8

Next compounds
mol | Lipid storage S3 | Lipid storage S3 cell count max
COC(=O)c1ccc(COc2ccc(CNCc3ccc(Cl)cc3)cc2)cc1 | i | -21
CN(CC(=O)NC1CCCCCC1)S(=O)(=O)c1ccc(Br)cc1 | ? | .
COc1ccc(OC)c2sc(NC(=O)c3cccc(N4C(=O)CCC4=O)c3)nc12 | 2% | 4
CCN1CCN(C(c2ccccc2)c2nnnn2Cc2ccccc2)CC1 (configuration not stated) | 3% | 9
C/C=C/c1ccc(OCCCCOc2c(OC)cccc2OC)c(OC)c1 | ? | .
O=c1nc(NCc2ccccc2Cl)cn[nH]1 | ? | .
COc1ccccc1NC(=O)c1cc(-c2cc(OC)c(OC)c(OC)c2)nc2ccccc12 | i | 3
COc1ccc(C(=O)NCc2nnc(SCC(=O)NC3=NCCS3)n2C)cc1 | i | 4
Cc1cc(C)c(C)c(S(=O)(=O)NCC(=O)Nc2sc3c(c2C(N)=O)CCCC3)c1C | i | 25
O=C(Nc1ccccc1OC(F)F)c1ccc(S(=O)(=O)N2CCOCC2)cc1 | -15% | 0
O=C(NC(c1ccccc1)c1cc(Cl)c2cccnc2c1O)c1cccnc1 (configuration not stated) | ? | .
O=C(COC(=O)c1ccccc1NS(=O)(=O)c1ccc(Cl)cc1)NCc1ccccc1 | ? | .
COc1ccc(C(=O)N(Cc2ccco2)Cc2cccs2)c(O)c1 | i | 11
CCn1ccc(C(=O)Oc2ccc(Cl)cc2)n1 | 6% | -1
Cn1c(=O)[nH]c(=O)c2c1nc(N1CCNCC1)n2Cc1ccccc1 | 16% | 16
CC(C(=O)Nc1ccc(C#N)cc1)N1CCN(C(=O)C2CC2)CC1 (configuration not stated) | ? | .
Cc1occc1-c1n[nH]c(=S)n1-c1ccccc1 | ? | .
CN(Cc1ccccc1)C(=O)c1nc[nH]c1C(=O)N1CCc2ccccc2C1 | ? | .
CC(=O)c1nn(-c2ccc(C(F)(F)F)cc2)c(=O)[nH]c1=O | -5% | 17
Cc1cc(C)cc(Oc2nn[nH]n2)c1 | ? | .
Fc1ccc(Nc2ccc(-c3ccc(F)cc3)nn2)cc1 | i | -33
Cc1ccc(NC(=O)CO/N=C/c2ccccc2C)c(C)c1 | ? | .
CC(=O)NC(Cc1c[nH]c2ccccc12)C(=O)N1CCc2ccccc2C1 (configuration not stated) | ? | .
NS(=O)(=O)c1ccc(CCNC(=S)Nc2ccc(F)cc2)cc1 | ? | .

Compounds listed so far that contain a COOH group:
mol | Lipid storage S3 | Lipid storage S3 cell count max
O=C(CCn1nnc2ccccc2c1=O)N[C@H](C(=O)O)c1ccccc1 | ? | .
Cc1ccnn1CCSCC(=O)O | ? | .
O=C(O)COc1ccc(/C=C/c2ccc3cccc([N+](=O)[O-])c3n2)cc1 | ? | .
COc1cccc(-n2c(COc3ccccc3C)nnc2SCC(=O)O)c1 | ? | .

(more compounds)
mol | Lipid storage S3 | Lipid storage S3 cell count max
Cc1c(CNCCc2ccccc2)c(C(=O)O)c(C)n1-c1ccccc1 | 7% | 10
O=C(CN1C(=O)NC2(CCCCC2)C1=O)Nc1cccc2ncccc12 | ? | .
Cc1ccc(NC(=O)CC2SC3=NCCCN3C2=O)c(C)c1 (configuration not stated) | ? | .
CC(=O)Nc1nc2ccccc2n1Cc1ccccc1 | ? | .
Cc1c(NC(=O)c2ccc(N(C)S(=O)(=O)c3ccccc3)cc2)c(=O)n(-c2ccccc2)n1C | 3% | 0
COc1cccc(C2/C(=C(\O)c3ccc4c(c3)OCO4)C(=O)C(=O)N2CCN(C)C)c1OC (configuration not stated) | ? | .
C/C=C/Cn1c(SCc2ccc(Cl)cc2)nc2c1c(=O)[nH]c(=O)n2C | ? | .
O=C(c1cccc(C(=O)N2CCN(c3ccccc3)CC2)c1)N1CCN(c2ccccc2)CC1 | 13% | -3
CCOc1ccc(C(=O)NCC(=O)OCC(=O)N2CCCCC2)cc1 | ? | .
CCCCN(C(=O)c1ccccc1OCc1ccc(F)cc1)c1c(N)n(CCC)c(=O)[nH]c1=O | 9% | -14
O=C(COc1ccccc1[N+](=O)[O-])NCCC1=CCCCC1 | 2% | -27
COc1ccccc1-c1oc2ccccc2c1C#CCCCCO | ? | .

Three structures from above, ordered by heavy-atom count, smallest number first:
mol | Lipid storage S3 | Lipid storage S3 cell count max
Cc1ccc(NC(=O)CC2SC3=NCCCN3C2=O)c(C)c1 (configuration not stated) | ? | .
CCOc1ccc(C(=O)NCC(=O)OCC(=O)N2CCCCC2)cc1 | ? | .
O=C(CN1C(=O)NC2(CCCCC2)C1=O)Nc1cccc2ncccc12 | ? | .

New compounds follow.
mol | Lipid storage S3 | Lipid storage S3 cell count max
C1=CC2CC1CC2CN1CCN(c2ccccc2)CC1 (configuration not stated) | i | -4
COc1ccc(NC(=O)C2CCCO2)cc1OC (configuration not stated) | ? | .
O=c1[nH]c2ccccc2n2c(=S)[nH]nc12 | ? | .
O=C(COC(=O)C1CCN(S(=O)(=O)c2cccc3cccnc23)CC1)c1ccccc1 | ? | .
Cc1cc(C)c2nc(-c3ccccn3)cc(C(=O)NCc3ccc(S(N)(=O)=O)cc3)c2c1 | -11% | -13
CCOC(=O)c1cc(-c2ccco2)nc2c1c(C)nn2CCC#N | ? | .
Cc1ccc(NCN2C(=O)C3CC=CCC3C2=O)cc1 (configuration not stated) | -9% | 3
Cc1cc2ncn(/N=C/c3cccnc3)c2cc1C | ? | .
COCC(=O)Nc1ccc([N+](=O)[O-])cc1C | ? | .
Cc1nc(-c2ccccn2)sc1C(=O)Nc1ccc(F)cc1 | ? | .
COc1ccccc1NC(=O)CCSc1nc(C)cs1 | ? | .
COc1ccc(CN2CCNC(=O)C2CC(=O)NCCC2=CCCCC2)c(F)c1 (configuration not stated) | ? | .
CCOC(=O)C1=C(COC(=O)/C=C/c2cccc(Br)c2)NC(=O)NC1C (configuration not stated) | ? | .
CCC1=Nc2cc(C(=O)NCCN3CCOCC3)ccc2Sc2ccc(Br)cc21 | i | -4
COCCCNC(=O)CC(NS(=O)(=O)c1ccc(Cl)cc1)c1ccc(OC)cc1 (configuration not stated) | i | .
COC(=O)CCc1c(C)[nH]c(=S)[nH]c1=O | ? | .
Cc1ccc(C(=O)CSc2nsc(C)c2C#N)cc1 | -19% | 5
CN(C)C(=O)CSc1nnc(-c2ccc(S(=O)(=O)N3CCCC3)cc2)n1C | ? | .
CCOC(=O)CSc1nnc(NC(=O)c2ccco2)s1 | ? | .
O=C(c1cnc2nc3ccccc3n2c1)c1cc(F)ccc1O | 15% | 0
Cn1c(N)c(C(=O)COC(=O)CSc2ccc(Cl)cc2)c(=O)n(C)c1=O | ? | .
